# DRD3 agonist = D3 dopamine receptor (human) agonism | P35462 | D3R DiscoveRx beta-arrestin cells, luminescence, 90 min | max activation, % | 410,000 tested, 0.58% active | AID 652048; in the data active = max activation above about 30%; note: 0% is about no effect; mostly tested at two doses, the higher about 12 µM
#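 Cells at 1500/well, incubated overnight, then treated with pinned compounds (dopamine as control) for 90 min at 37 degrees C. DiscoveRx reagent added for 30 - 60 minutes at room temperature; luminescence read.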
# KB-V1 cytotox = kills drug-selected multidrug resistant KB-V1 cells. 400,000 tested, 3.4% active. KB-V1 MDR cells viability, CellTiter-Glo, 72 h. Potency, µM (highest dose often 46.1 µM), for the others: at the highest dose activity change, negative = cytotoxicity, hits mostly cytotoxic; note: potency is the fitted concentration of half-maximal effect; % is set by controls: 0 for no effect and ±100 for the full control effect; nearly all actives have a fitted effect of over 60% in size
#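 Potencies derive from concentration-effect curves fitted to normalized luminescence (CellTiter-Glo) of KB-V1 cells treated for 72 h at 37 degrees C in phenol-red-free DMEM containing 10% FBS.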
# GLP1R inv ag = inverse agonists of human GLP-1 receptor; P43220; HEK293 GLP-1R CRE-luciferase, luminescence, 24 h; GLP-1R form is constitutively active; Potency, µM (series often up to 38.3 µM), inactives show top-dose activity change, negative = inhibition, usual class: inhibitors; 410,000 tested, 1.6% active; note: potency is the fitted concentration of half-maximal effect; % is set by controls: 0 for no effect and ±100 for the full control effect; nearly all actives have a fitted effect of over 55% in size
# Target sequence (P43220 whole entry, looked up): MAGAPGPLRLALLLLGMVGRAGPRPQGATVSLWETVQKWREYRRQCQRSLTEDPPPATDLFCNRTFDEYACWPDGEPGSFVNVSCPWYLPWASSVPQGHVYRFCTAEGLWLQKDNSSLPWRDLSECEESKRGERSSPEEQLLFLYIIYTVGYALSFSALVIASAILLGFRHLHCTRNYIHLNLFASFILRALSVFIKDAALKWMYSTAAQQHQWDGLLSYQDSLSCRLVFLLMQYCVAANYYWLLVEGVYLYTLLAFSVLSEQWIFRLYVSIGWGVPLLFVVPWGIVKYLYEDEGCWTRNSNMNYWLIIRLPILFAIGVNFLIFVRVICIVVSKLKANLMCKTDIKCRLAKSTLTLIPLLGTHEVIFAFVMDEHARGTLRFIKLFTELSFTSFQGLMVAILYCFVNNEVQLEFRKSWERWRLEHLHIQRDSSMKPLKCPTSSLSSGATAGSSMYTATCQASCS
#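 Readout was luciferase luminescence, measured 12 min after detection reagent at room temperature. Beforehand, GLP-1R reporter HEK293 cells had sat 12 h, then received compounds for 24 hr at 37 deg C.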
# PTHR1 agonist = PTHR1 (human) receptor agonism; Q03431; HEK293 GP2 PTHR1 cells, GloSensor cAMP luminescence, 1 h; Potency, µM (highest dose often 115 µM), for the others: at the highest dose activation, usual class: activators; 410,000 tested, 0.075% active; AID 743266; note: potency is the fitted concentration of half-maximal effect; nearly all actives have a fitted effect of over 55% in size; some results filed as inactive show a strong effect at the top dose; inactives centre near -15; many of its hits are not listed in these tables
# Target sequence (Q03431 whole entry, looked up): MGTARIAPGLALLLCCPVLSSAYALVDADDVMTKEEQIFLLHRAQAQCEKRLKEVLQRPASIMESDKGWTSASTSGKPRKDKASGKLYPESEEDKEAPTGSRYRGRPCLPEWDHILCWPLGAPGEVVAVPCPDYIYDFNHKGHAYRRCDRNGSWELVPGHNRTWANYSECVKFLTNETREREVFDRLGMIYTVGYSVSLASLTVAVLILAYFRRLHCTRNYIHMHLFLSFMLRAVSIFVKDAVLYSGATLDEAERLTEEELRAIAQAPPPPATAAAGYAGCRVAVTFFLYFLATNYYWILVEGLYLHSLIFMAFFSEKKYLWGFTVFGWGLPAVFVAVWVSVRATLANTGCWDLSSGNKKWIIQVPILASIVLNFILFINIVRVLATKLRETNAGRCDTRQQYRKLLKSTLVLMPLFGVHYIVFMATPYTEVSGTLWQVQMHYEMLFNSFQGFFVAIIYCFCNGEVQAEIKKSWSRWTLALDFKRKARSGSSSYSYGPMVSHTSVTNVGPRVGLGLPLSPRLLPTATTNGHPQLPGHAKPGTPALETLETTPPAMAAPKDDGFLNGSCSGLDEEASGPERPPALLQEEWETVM
#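 HEK-293-derived GP2 cells expressing PTHR1 and a GloSensor cAMP reporter, 3,000/well, plated overnight, given luciferin plus IBMX (each 0.5 mM as added) for 1 h at 37 °C, then compound for 1 h at 37 °C. Luminescence was read after 15 min at room temperature.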
# DRD3 antagonist = blocks the human D3 dopamine receptor | max response, negative = inhibition, % | D3R cells, DiscoveRx beta-arrestin luminescence, antagonist mode; stronger effect = lower value | AID 652054 | 360,000 tested, 2.5% active | P35462; in the data active = max response below about -50%; inconclusive = no clear call, values can overlap the other calls; note: % is set by controls: 0 for no effect and ±100 for the full control effect; mostly tested at two doses, the higher about 12 µM
#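 Cells plated overnight at 1500 cells/well, then exposed to library compounds with dopamine controls for 90 minutes at 37 degrees C. DiscoveRx reagent added for 30–60 minutes at room temperature; luminescence read, quantitative HTS format.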
# GLP-1R agonist = GLP-1 receptor (human) agonism | Potency, µM (titrated, usually from 45.6 µM), inactives show at the highest dose activation, actives largely listed as activators | P43220 | 380,000 tested, 0.007% active | AID 624172 | HEK293 GLP-1R CRE-luciferase, luminescence, 4-6 h; cells express a hypersensitive GLP-1R form; note: potency is the fitted concentration of half-maximal effect; % of control where 0% means no effect
# HEK293 tox = cytotoxicity counter-screen for GLP-1 receptor inverse agonists | HEK293 cAMP-luciferase reporter cells, luminescence, 24 h | Potency, µM (titrated, usually from 38.3 µM), without a hit: at the top dose activity change, negative = inhibition, hits mostly inhibitors | 410,000 tested, 0.13% active | AID 624418;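 note: loss of luciferase light is scored as toxicity; potency is the fitted concentration of half-maximal effect; % is set by controls: 0 for no effect and ±100 for the full control effect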
#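 Luminescence readout: signal drop marks cytotoxicity. Plated cells grew 12 h at 37 °C, 5% CO2, received 23 nL compound for 24 h, then got luciferase reagent, read after 12 min at RT.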
# TDP-43 yeast inh = TDP-43 toxicity inhibition in yeast. TDP-43 expressing yeast growth rescue, BacTiter-Glo, 24 h. Potency, µM (titrated, usually from 46.1 µM), for inactives: at the highest dose growth rescue (activation), hits mostly activators. 410,000 tested, 1.8% active. AID 652104; note: potency is the fitted concentration of half-maximal effect; % of control where 0% means no effect; nearly all actives have a fitted effect of over 50% in size
#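 Growth rescue of TDP-43-toxic yeast measured as ATP luminescence (BacTiter-Glo). Cells grown to mid-log in raffinose, induced in galactose at OD600=0.02, exposed to compound 24 hr at 30 deg C.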
# aSyn rescue = alpha-synuclein toxicity inhibition in yeast. AID 652106. 370,000 tested, 0.14% active. Yeast expressing alpha-synuclein, growth rescue, BacTiter-Glo, 24 h. Potency, µM (top dose mostly 46.1 µM), without a hit: at the top dose growth rescue (activation), most hits filed as activators; note: potency is the fitted concentration of half-maximal effect; % of control where 0% means no effect; nearly all actives have a fitted effect of over 65% in size
#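 Screening used galactose-induced yeast with toxic alpha-synuclein levels, exposed to compound for 24 hr at 30 deg C. Cell growth, read with BacTiter-Glo luminescence, gave the measured signal.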
# Numbers without * were called inactive; i = inactive; ? = inconclusive; nt = not tested or not shown; & = joins results of further samples; ! = repeats disagree; [ ] = dose if it differs, or a comment. Unless noted, calls come from the whole dose curve; as a rule, active = well fitted curve in the direction sought with a large enough effect; inconclusive = small, poorly fitted or top-dose-only effect, or another doubt; inactive = no such curve, though single readings can be large; an effect the other way counts as inactive or inconclusive. An excerpt; the hit share may differ from the screen's.
SMILES,DRD3 agonist,KB-V1 cytotox,GLP1R inv ag,PTHR1 agonist,DRD3 antagonist,GLP-1R agonist,HEK293 tox,TDP-43 yeast inh,aSyn rescue
CCNc1nc(NCC)n2c(SCC(=O)NC34CC5CC(CC(C5)C3)C4)nnc2n1,-1,-5%,0%,-4%,0,5%,9%,-11%,6%
O=C(CN1CCN(C(=O)c2ccco2)CC1)Nc1ccc2c(c1)OCCO2,1,0%,-8%,-6%[57.5 µM],0,-10%,7%,1%,-2%
CCCc1cc(=O)[nH]c(SCC(=O)c2cc(C)n(CCC)c2C)n1,10,?,-4%,-11%,-13,0%,-16%,18%,8%
Cn1nc(N)c2ncc(C(Cl)(Cl)Cl)nc21,-10,17%,27%,-23%,-20,7%,0%,9%,-3%
Clc1ccc(N=c2ssnc2Cl)cc1,1,21µM*,0%,-76%[inhibitor][57.5 µM],41,-7%,-12%,-92%[inhibitor],-73%[inhibitor]
CCN(CC)CCCNC(=O)Cc1csc2nc(-c3ccc(Cl)cc3)cn12,-4,7%,?,-23%,nt,nt,2%,8%,nt
O=C(NCCCN1CCCC1)[C@H](CSCc1ccccc1)N1Cc2ccccc2C1=O,-16,0%,?,29%,-60*,4%,-13%,0%,-20%
O=C(COc1ccc(F)cc1Br)NCC1(N2CCCCC2)CCCCC1,-9,6%,-31%,-2%,4,12%,-2%,-9%,-10%
COc1ccc(NS(=O)(=O)c2cccc(C(=O)NCC(c3ccco3)N3CCCC3)c2)cc1 (stereo not given),-15,2%,-10%,-10%,4,4%,-6%,-36%[inhibitor],1%
CC(=O)Nc1ccc([N+](=O)[O-])c(CS(=O)(=O)c2ccc(C)cc2)c1[N+](=O)[O-],-18,-5%,-3%,i,-26,7%,6%,-27%,0%
COCCNC(=O)C(c1ccc(Cl)cc1)N(Cc1ccco1)C(=O)CCC(=O)Nc1ccccn1 (stereo not given),5,?,-11%,i,-8,5%,7%,7%,-1%
Cn1cnc(C(=O)NCc2ccc(CNC(=O)OC(C)(C)C)cc2)c1C(=O)NCc1ccc(CNC(=O)OC(C)(C)C)cc1,0,1%,-23%,-66%[inhibitor],69,15%,13%,29%,2%
CCn1cc(C(=O)N2CCCC(CO)(Cc3ccccc3C)C2)cn1 (stereo not given),3,-5%,-6%,-46%[inhibitor],6,-3%,0%,5%,-2%
CC(C)Cn1c(-c2ccco2)n[nH]c1=S,-10,10%,-7%,i,22,-11%,11%,-8%,3%
COCCNS(=O)(=O)c1ccc(F)c(OC)c1,6,2%,0%,i,-14,-16%,-35%,-18%,5%
Cc1ccc(S(=O)(=O)N2CCN(C(=O)COC(=O)c3ccccc3OC(F)F)CC2)c(C)c1,2,5%,-16%,i,9,10%,1%,0%,2%
O=C(O)c1cn(-c2ccccc2)nc1-c1ccc(Cl)cc1,9,-11%,0%,i,-54*,7%,-7%,-19%,-1%
Cc1ccc(Nc2ccc3cc(S(=O)(=O)N4CCC(C)CC4)ccc3n2)c(Cl)c1,-7,-2%,8%,i,nt,nt,18%,?,nt
COc1ccc(CNC(=O)CN2N=C(c3ccccc3)CCC2=O)c(OC)c1,-14,nt,2%,-14%,nt,nt,-9%,3%,nt
Cc1ccc(C2(C)NC(=O)N(CC(=O)NCc3cccc(Cl)c3)C2=O)cc1 (stereo not given),-4,12%,?,i,-12,-1%,0%,-5%,1%
COc1ccccc1C(=O)N(NC(=O)Oc1ccccc1)C(C)(C)C,-15,3%,-2%,i,-16,2%,7%,3%,-4%
COc1ccc(-c2cn(Cc3cccc(OC)c3)nn2)cc1,1,10µM*!,30%[activator],-32%[inhibitor],19,7%,1%,8%,-2%
CCOC(=O)C1CCN(Cc2cccc(Oc3ccccc3)c2)CC1,13,1%,?,0%,-3,17%,2%,10%,-1%
CCC(C(=O)Nc1ccc2c(c1)OCCO2)n1nnc2ccccc2c1=O (stereo not given),-4,-6%,25%,i,12,7%,?,?,2%
O=C(CSCc1c[nH]c(=O)[nH]c1=O)OCC(=O)c1ccc(Br)cc1,1,15%,1%,7%,15,7%,-1%,2%,-1%
# (next part)
SMILES,DRD3 agonist,KB-V1 cytotox,GLP1R inv ag,PTHR1 agonist,DRD3 antagonist,GLP-1R agonist,HEK293 tox,TDP-43 yeast inh,aSyn rescue
Cc1cc(C)nc(N2CCN(S(=O)(=O)c3ccc(F)cc3)CC2)n1,6,-24%,?,-27%,5,-4%,-11%,15%,9%
CC(C)Cc1ccc(C(C)C(=O)OCC(=O)c2c[nH]c3ccccc23)cc1 (stereo not given),15,5%,?,i,10,-4%,6%,?,-45%[inhibitor]
Cc1ccc(NC(=O)CC2Sc3ccccc3NC2=O)c(Br)c1 (stereo not given),4,-9%,-6%,?,nt,-2%,2%,6%,16%
C=CCn1c2ccccc2c2nnc(SCN3C(=O)c4ccccc4C3=O)nc21,-9,-12%,67%[activator],-33%[inhibitor],38,?,-27%,0%,?
CSc1ncc(Cl)c(C(=O)Nc2c(C(=O)c3ccc(C)cc3)oc3ccccc23)n1,5,11%,16%,i,nt,nt,-10%,13%,nt
CCOc1ccc2ccccc2c1/C=N/NC(=O)CNC(=O)Cc1ccccc1,-3,-11%,?,?,-15,2%,-12%,-33%,-6%
CCN(CC)CCNC(=O)c1ccc(CSc2nc3ccncc3n2Cc2cccc(F)c2)cc1,-14,19%,6%,-1%,nt,nt,10%,-20%,nt
Cc1[nH]nc(C(=O)NN=Cc2ccccc2Cl)c1N=NN(C)C,-11,-3%,19%,-34%[inhibitor],-81*,-4%,-5%,-52%[inhibitor],-2%
Cc1nc(-c2cc(-c3nc(-c4ccc(C(C)(C)C)cc4)no3)no2)cs1,8,0%,4%,-70%,-1,1%,11%,-14%,0%
CCc1nnc(NC(=O)NC(C)(C)C)s1,0,12%,5%,i,-14,5%,-1%,-18%,-9%
O=c1c2ccccc2ncn1C1CCCCC1,-5,3%,8%,-9%[57.5 µM],-6,2%,-2%,-9%,5%
O=C(Nc1ccccc1C(=O)Nc1nnc(C(F)(F)F)s1)c1ccccc1Cl,12,?,?,-30%[inhibitor],3,-3%,-64%,-1%,-2%
OC(CCCN1CCCCC1)(c1ccccc1)c1ccccc1,-98&-28,-12%,-15%,-10%,-101*,9%&-1%,1%,23%,9%
O=C(CSc1cn(CC(=O)N2CCCCC2)c2ccccc12)Nc1ccc(C(F)(F)F)cc1,17,nt,14%,-8%,nt,nt,-3%,?,nt
Cc1nc(-c2cccc(F)c2)sc1CCNC(=O)C(=O)Nc1ccc2c(c1)OCO2,6,-20%,-5%,?,nt,nt,19%,8%,nt
O=S(=O)(NN=C1CCCCC1)c1ccccc1,-3,-7%,13%,-2%,6,0%,-13%,-13%,0%
COc1ccc(C)cc1NC(=O)CCNS(=O)(=O)c1ccc2c(c1)CC(C)N2C(C)=O (stereo not given),1,0%,4%,i,0,0%,2%,-10%,5%
COC(=O)Nc1ccc(S(=O)(=O)NCCCCCC(=O)O)cc1,-1,8%,8%,-1%,7,1%,-2%,16%,-1%
Cc1nc(SCC(=O)NCC2CCCO2)c2c(C)c(C)sc2n1 (stereo not given),3,nt,13%,i,18,10%,-14%,25%,12%
CCOC(=O)CSC1=NC(=O)/C(=C/c2ccc(OC)cc2)S1,-3,?,?,-35%[inhibitor],-12,-2%,?,?,-72%[inhibitor]
COc1ccc(C)cc1NC(=O)COC(=O)c1c(C)noc1C,1,?,1%,i,-14,-4%,-13%,7%,3%
C=CCN1C(=O)CSC1=Nc1cccc(O)c1,8,17%,0%,i,7,-9%,2%,6%,3%
Cc1ccc(CC(=O)Nc2cccc(C)n2)cc1,-11,-14%,-1%,-25%[57.5 µM],-20,10%,10%,1%,-2%
CSc1ccc(C2c3[nH]c4ccccc4c3CCN2C(=O)c2ccnn2C)cc1 (stereo not given),-7,0%,?,i,-2,14%,-13%,-18%[0.397 µM],4%
CCOc1ccc(S(=O)(=O)Nc2cc(OC)c(OC)cc2C(=O)O)cc1,-4,16%,13%,-8%[57.5 µM],-26,-11%,-4%,-2%,0%
# Next structures.
SMILES,DRD3 agonist,KB-V1 cytotox,GLP1R inv ag,PTHR1 agonist,DRD3 antagonist,GLP-1R agonist,HEK293 tox,TDP-43 yeast inh,aSyn rescue
CCOC(=O)C(C)Sc1cc(CS(=O)(=O)c2ccccc2)nc(-c2ccccc2)n1 (stereo not given),4,21µM*,-29%,12%[57.5 µM],7,0%,-9%,15%,-6%
c1ccc(Cn2nnc3c(NCCN4CCOCC4)ncnc32)cc1,0,-1%,10%,i,17,-3%,5%,-5%,0%
Cc1cc(C)c2oc(-c3cccc(NC(=O)c4ccc(-c5cccc([N+](=O)[O-])c5)o4)c3)nc2c1,1,-7%,18%,i,nt,26%,4%,21%,-10%
CC(NCc1ccccc1)C1COc2ccccc2O1 (stereo not given),5,36%,-27%,-6%,-1,12%,-5%,15%,1%
CC(=O)Nc1ccc(C(=O)COC(=O)c2nc3nc(C)cc(C)n3n2)cc1,-5,23%,5%,i,2,-6%,2%,8%,1%[1.84 µM]
CCc1ccc(N/C(N)=N/c2nc(CSc3ncccn3)cc(=O)[nH]2)cc1,8,-15%,20%,-1%,2,5%,11%,13%,-3%
Cc1ccc(C)c(NC(=O)CSc2nncn3c2cc2sccc23)c1,-11,nt,6%,i,nt,nt,3%,30%,nt
CCC(=O)N1c2ccccc2CC1C(=O)NCCc1ccc(Cl)cc1 (stereo not given),-4,?,21%,i,nt,nt,20%,8%,nt
O=C1NC(CCO)C(=O)NC1CCO (stereo not given),17,28%,7%,i,19,2%,-5%,-9%,2%
O=C(NCC(=O)N1CC=C(c2ccccc2)CC1)c1ccccc1Br,3,?,?,-28%,18,10%,-34%,-25%,2%
CCN(CC)CCNc1nc(-c2ccccc2)c2c(c1C#N)CC(C)(C)OC2,2,-10%,?,i,-20,16%,-20%,11%,4%

# Screening results: PubChem, National Center for Advancing Translational Sciences (NCATS)
